# Jurkat viability: cytotoxic compounds reducing Jurkat cell viability; AID 463; Jurkat E6.1 viability, ATP luminescence, 48 h; inhibition, % at 4 µM; 1.2% of 56,000 active;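 active = inhibition above the mean inhibition of all tested compounds plus 3 SD, cut at about 28% in these data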
# HEK293 NFkB inh: lowers PMA/ionomycin-induced NF-kB signal in HEK293 cells. AID 465. HEK-293 NF-kB luciferase reporter, luminescence. inhibition, % at 3 µM. 0.21% of 62,000 active;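 active = inhibition above the mean of all tested compounds plus 3 SD, cut at about 40% in these data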;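 note: 0% = stimulated DMSO wells and 100% = 10 µM reference inhibitor 5653914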
#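 Material: HEK-293 cells with stable firefly luciferase reporter driven by four HIV NF-kB elements / Also added: PMA plus ionomycin mix as NF-kB-activating stimulus / Compound dosing: 3 µM once, 0.30% DMSO / Times: 1 h pretreatment, 16 h stimulation, 37 °C / Signal: luminescence / Evaluation: per-plate % inhibition versus controls / Benchmarks: DMSO and 10 µM reference inhibitor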
# TNAP act mid DEA: activates human TNAP at intermediate phosphate acceptor concentration; P05186; purified TNAP, CDP-star luminescence, 100 mM DEA, 30 min; stronger effect = higher value; scale: 0 levamisole-inhibited, 1 vehicle-only enzyme; activation factor at 20 µM; 64,000 tested, under 10 active; AID 813;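 active = activation factor of at least 2 at 20 µM, relative to controls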
# Target sequence (P05186 whole entry, looked up): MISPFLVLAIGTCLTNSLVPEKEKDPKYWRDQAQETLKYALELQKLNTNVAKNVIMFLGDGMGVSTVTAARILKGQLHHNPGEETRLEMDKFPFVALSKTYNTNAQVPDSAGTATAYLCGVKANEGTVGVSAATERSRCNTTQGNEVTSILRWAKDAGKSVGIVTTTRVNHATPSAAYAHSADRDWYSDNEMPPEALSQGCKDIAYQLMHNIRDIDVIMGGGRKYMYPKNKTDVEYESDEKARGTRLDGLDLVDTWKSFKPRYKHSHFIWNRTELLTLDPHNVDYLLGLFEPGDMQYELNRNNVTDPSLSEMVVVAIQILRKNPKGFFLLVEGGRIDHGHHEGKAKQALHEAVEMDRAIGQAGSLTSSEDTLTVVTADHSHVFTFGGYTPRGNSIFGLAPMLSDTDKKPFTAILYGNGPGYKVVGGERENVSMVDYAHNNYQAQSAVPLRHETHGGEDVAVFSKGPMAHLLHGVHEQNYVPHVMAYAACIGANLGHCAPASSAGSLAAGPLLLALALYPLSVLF
# M1 ag: agonists of M1 muscarinic receptor. CHO-M1 cells, Fluo-4 calcium fluorescence, agonist mode; stronger effect = higher value. B-score at 10 µM. 3% of 64,000 active;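 active = fluorescence rise, raw or as B-score row- and column-corrected plate score, outside the 99.7% band of its plate's samples, either direction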
# S1P1 ag pot: agonists and agonism potentiators of human S1P1 receptor; P21453; 0.57% of 56,000 active; S1P1 CRE-bla cells, forskolin, beta-lactamase FRET, potentiator mode; S1P1 agonist co-added at EC20, 2 nM; 100% = saturating reference agonist, 0% = basal; activation, % at 9.5 µM; AID 449;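 active = activation above a cutoff set at the mean activation of all tested compounds plus 3 SD, cut at about 54% in these data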;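 note: forskolin at 4 µM as EC80 and the EC20 agonist is SEW2871; 100% = SEW2871 at its EC100 plus forskolin at EC80; some compounds past the cut are filed as inactive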
# D1 allo mod: allosteric modulators of human D1 dopamine receptor. P21728. HEK293 D1, CRE-luciferase, dopamine EC30 potentiation; actives deviate in either direction. B-score at 10 µM. 5.9% of 58,000 active;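 active = luminescence count or its row- and column-corrected plate score outside the 99.7% band of the plate's sample wells, on either side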
# M1 antag: antagonists of rat M1 muscarinic receptor; P08482; CHO-M1 cells, Fluo-4 calcium, ACh EC80 antagonist mode; stronger effect = lower value; B-score at 10 µM; 3.4% of 64,000 active;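 active = calcium fluorescence response, raw or row-and-column corrected B-score, differing from the plate sample mean either way at a set confidence level, mostly lower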
# S1P3 ag: agonists of human S1P3 receptor. Q99500. S1P3 NFAT-BLA reporter cells, agonism, FRET ratio; relative to 1 µM S1P, basal subtracted. activation, % at 4.5 µM. AID 373. 0.1% of 60,000 active;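 active = activation above the screen-wide mean plus 3 SD, cut at about 4.5% in these data, passing the limit was not always enough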; note: some compounds called inactive have numbers as strong as hits
# Target sequence (Q99500 whole entry, looked up): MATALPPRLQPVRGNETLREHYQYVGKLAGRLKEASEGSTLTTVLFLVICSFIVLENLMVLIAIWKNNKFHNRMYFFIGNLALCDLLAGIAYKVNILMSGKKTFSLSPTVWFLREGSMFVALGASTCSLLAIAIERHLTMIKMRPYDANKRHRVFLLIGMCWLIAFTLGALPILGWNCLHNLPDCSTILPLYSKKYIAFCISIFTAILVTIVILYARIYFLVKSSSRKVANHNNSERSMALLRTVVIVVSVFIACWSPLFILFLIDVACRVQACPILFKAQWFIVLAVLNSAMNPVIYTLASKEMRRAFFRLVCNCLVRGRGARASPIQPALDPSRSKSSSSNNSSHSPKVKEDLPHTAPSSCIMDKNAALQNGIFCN
#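 Measure – % activation relative to 1 µM S1P (100%), per plate · System – stable CHO line with human S1P3, Gα16, NFAT-BLA reporter · Timing – cells plated overnight, compound 4 h 37 °C, substrate 2 h RT · Technique – fluorescent BLA substrate, ex 405 nm, em 460/535 nm ratio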
# Ec RNAP inh: blocks E. coli RNA polymerase transcription; P0A8V2; fluorescence transcription assay; inhibition, %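 (tested at 10 µM)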; 0.2% of 62,000 active; in the data active = inhibition above about 20%;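 note: 0% = enzyme without compound and 100% = no enzyme blank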
# * = called active by the depositor; / = not tested or not shown.
1: Cc1ccc(S(=O)(=O)N(C)CCCC(=O)n2nc(C)cc2C)cc1
2: CCCn1c(CNC(=O)c2ccccc2)nc2ccccc21
3: CC(C)[C@H](NC(=O)Nc1ccc2c(c1)OCCO2)C(=O)O
4: O=C(CSc1nc2c(c(=O)n1-c1ccc(F)cc1)SCC2)NCC1CCCO1 (configuration not stated)
5: CC1CN(S(=O)(=O)c2ccc(Cl)c(C(F)(F)F)c2)CC(C)O1 (configuration not stated)
6: COc1ccc(C(=O)/C=C\N2CCOCC2)cc1
7: COc1ccc(OC)c(NC(=O)Nc2nnc(N3CCC(C)CC3)s2)c1
8: CC(=O)C(Sc1ccc2nnc(-c3ccc(F)cc3)n2n1)C(C)=O
9: Cc1nn(Cc2ccc(Cl)c(Cl)c2)c(C)c1NC(=O)c1cc(-c2ccco2)on1
10: O=C(CSc1nnc(CCCO)n1-c1ccccc1)NCCc1ccccc1
entry no.,1,2,3,4,5,6,7,8,9,10
Jurkat viability,-2,-4,-7,/,/,4,-14,-4,5,2
HEK293 NFkB inh,12,5,8,1,19,7,9,14,4,2
TNAP act mid DEA,0.9,0.8,0.9,0.9,0.9,0.9,0.9,0.9,1,0.9
M1 ag,-0.63,-0.24,-0.16,0.3,0.51,-0.16,-0.62,-0.31,0.0082,0.047
S1P1 ag pot,/,8,14,/,/,3,7,2,96*,6
D1 allo mod,1.2,0.014,/,-0.8,-0.5,-0.33,0.024,0.033,-0.14,0.34
M1 antag,-0.94,0.69,-1.3,0.036,-0.64,-0.14,-2.2,0.18,-0.4,-0.61
S1P3 ag,-0.6,-0.5,-1.2,/,/,-2.6,-0.7,-0.7,-1.4,-0.1
Ec RNAP inh,8,7,3,11,11,6,-1,4,3,2

11: O=P(O)(CCc1ccccn1)CN1CCOCC1
12: CCOC(=O)CCn1nc(-c2ccccc2)cc1N
13: COC(=O)CSc1nnc([C@H](Cc2ccccc2)NC(=O)OC(C)(C)C)o1
14: CC1(C)CC(=O)C=C(Nc2ccc(F)cc2F)C1
15: Cc1ccc(SCCC(=O)N(C)C)cc1
16: COC(=O)Nc1nc(C)c(C(=O)N(C)C)s1
17: CCn1cc(S(=O)(=O)CC(=O)Nc2ccc3c(c2)OCCO3)c2ccccc21
18: Cc1ccc(C(O)CN2C3=NCCN3c3ccccc32)cc1 (configuration not stated)
19: CC1(CCc2ccccc2)NC(=O)N(Cc2nnc(-c3ccccc3Br)o2)C1=O (configuration not stated)
20: COCCOC(=O)C1=C(C)N=C2SCCC(=O)N2C1c1cccc(Br)c1 (configuration not stated)
entry no.,11,12,13,14,15,16,17,18,19,20
Jurkat viability,-12,6,-7,2,-3,1,/,7,1,-5
HEK293 NFkB inh,9,9,13,5,3,13,18,6,13,16
TNAP act mid DEA,1,1,0.9,1,0.8,1,0.9,0.9,0.9,1.1
M1 ag,0.0077,0.015,-0.21,-0.44,0.011,0.14,1.1,2,1.2,-0.025
S1P1 ag pot,-33,10,-6,9,-2,3,/,0,12,6
D1 allo mod,-1.1,0.44,0.88,1.6,0.77,0.54,/,-1.3,0.0045,-0.78
M1 antag,0.025,0.35,-0.17,-0.021,0.021,-0.17,-0.59,-3.1,0.014,0.091
S1P3 ag,-0.4,-0.5,0.2,-1.4,-0.1,-0.3,/,-0.7,-1.0,-0.8
Ec RNAP inh,6,2,11,2,2,0,3,7,0,10

21: COc1ccc(-c2cc(C(F)F)n3ncc(C(=O)N4CCSCC4)c3n2)cc1
22: CCOC(=O)N1CCN(C(=O)C2CCN(Cc3nc(-c4ccccc4C)oc3C)CC2)CC1
23: CCCNC(=O)CN(C)C(=O)c1n[nH]c2ccccc12
24: C=CCNc1nc(NCc2ccco2)nc(OCC)n1
25: O=C(CSc1nc2ccccc2[nH]1)NCCN1CCCCC1
26: CCCS(=O)(=O)N1CCC(C(=O)c2cccc(C(F)(F)F)c2)CC1
27: CCSC1(SCC)N=C(N)C2(C#N)C(c3ccccc3)NC3=C(CCC3)C12C#N (configuration not stated)
28: CCCN1C(=O)c2cc(C(=O)NC3CCCC3)ccc2C1O (configuration not stated)
29: CC(C)(C)NC(=O)C1CCN(S(=O)(=O)c2ccc(Br)cc2)CC1
30: Cc1c(NC(=O)NC(=O)c2ccc(F)cc2)c(=O)n(-c2ccccc2)n1C
entry no.,21,22,23,24,25,26,27,28,29,30
Jurkat viability,4,2,/,5,-2,3,-8,-1,0,0
HEK293 NFkB inh,2,0,3,18,5,-2,13,20,11,9
TNAP act mid DEA,1,1,0.9,0.9,0.9,0.9,0.9,0.9,1,0.9
M1 ag,0.92,-0.72,-0.37,-0.36,-0.58,0.0047,-0.84,1.1,-0.56,0.26
S1P1 ag pot,/,-10,/,-15,-39,23,13,-18,/,-7
D1 allo mod,5.2*,-0.14,0.043,/,-0.77,0.96,0.28,-0.67,-1.1,-0.069
M1 antag,-0.13,-3*,-0.56,0.56,0.2,0.33,-0.0064,0.67,0.19,-0.74
S1P3 ag,0.7,-1.0,/,-0.9,-0.2,-2.0,-0.6,-1.1,-0.1,-1.9
Ec RNAP inh,-1,7,/,8,0,7,4,5,2,3

31: CCc1nn(CC(=O)N2CCN(Cc3ccc4c(c3)OCO4)CC2)c(=O)c2cc3occc3n12
32: Cc1cc(-c2nnc(-c3cc4ccccc4oc3=O)o2)c(C)n1-c1ccccc1
33: CCn1c2ccccc2c2cc(C3C(C#N)=C(C)NC(C)=C3C#N)ccc21
34: Cc1cc(C)c(NC(=O)OCCN2CCOCC2)c(C)c1
35: O=C(c1cc2c(s1)CCC2)N1C(=O)c2ccccc2S1(=O)=O
36: CC1(C)Cc2c(sc3c2c(=N)n(Cc2ccco2)c(=O)n3CC(=O)Nc2ccccc2)CO1
37: Cc1c(C(=O)N2CCOCC2)[nH]c2ccc(OCc3ccccc3)cc12
38: CC(=O)N1CCN(c2ccc(NCc3ccc(C)cc3)cc2)CC1
39: Cc1c(O)c(CN2CCCC2)cc2c1oc(=O)c1ccccc12
40: O=C(Nc1cccc(Cl)c1)OCc1ccccn1
entry no.,31,32,33,34,35,36,37,38,39,40
Jurkat viability,8,/,9,/,-5,12,/,2,/,1
HEK293 NFkB inh,17,17,24,/,20,19,22,9,/,-16
TNAP act mid DEA,0.9,0.8,0.9,0.9,1,0.9,1,1,0.9,0.9
M1 ag,0.74,-0.065,-1.5,0.22,0.86,0.43,-0.9,-1.1,-0.095,0.0026
S1P1 ag pot,33,/,36,-10,4,-18,/,3,-32,-3
D1 allo mod,1.3,0.62,-0.75,/,-0.57,/,/,3.3,/,0.42
M1 antag,-0.33,0.5,0.97,0.63,-0.37,0.26,-2.3,0.15,-0.23,-0.25
S1P3 ag,-0.8,/,1.5,-3.0,0.1,-1.6,/,-0.6,-2.0,-0.6
Ec RNAP inh,3,-1,5,/,-6,6,-2,0,-5,6

41: CC(C)CCn1c(SCC(=O)OCn2nnc3ccccc3c2=O)nc2ccccc2c1=O
42: COc1ccc(CN(C(=O)c2ccco2)c2ccc(C)cc2)cc1OC
43: COC(=O)COc1ccc(S(=O)(=O)Nc2ccc(NC(C)=O)cc2)cc1
44: Cc1ccc(NC(=O)C2CC(c3ccc(F)cc3)=NO2)cc1 (configuration not stated)
45: CCOC(=O)c1c(C)nc(-c2ccccc2)nc1NC(=O)CC
46: Cc1cc(=O)oc2cc(OCC(=O)OCc3nnc(-c4ccccc4)o3)ccc12
47: CCOC(=O)c1[nH]c2ccc(Br)cc2c1NC(=O)CCN1CCN(C(=O)OCC)CC1
48: O=C(CSc1nccn1-c1ccc(Cl)cc1)NCc1ccc2c(c1)OCO2
49: COC(=O)c1ccc(C2/C(=C(\O)c3cccc(OC)c3)C(=O)C(=O)N2CCCN2CCOCC2)cc1 (configuration not stated)
50: CCN(CC)CCCN1C(=O)C(O)=C(C(=O)c2ccco2)C1c1ccc(OC(C)C)cc1 (configuration not stated)
entry no.,41,42,43,44,45,46,47,48,49,50
Jurkat viability,-6,0,-10,0,7,-3,/,-1,/,-12
HEK293 NFkB inh,20,9,18,10,-1,2,/,9,/,7
TNAP act mid DEA,0.9,0.9,1,0.9,0.9,0.9,0.9,0.9,1,0.9
M1 ag,3.7*,0.0022,-0.008,-0.38,0.048,37*,2.6,-1.2,-0.48,-0.69
S1P1 ag pot,-21,-7,13,6,10,6,6,10,2,-6
D1 allo mod,0.79,10*,-0.27,-0.21,/,0.62,-0.022,-0.98,/,0.38
M1 antag,-0.044,0.72,-0.58,0.33,0.0044,-0.17,-0.5,-0.16,-0.37,-0.16
S1P3 ag,-0.8,0.1,-0.2,1.9,-0.4,2.1,-3.5,-0.8,-2.8,-0.6
Ec RNAP inh,7,8,11,4,3,2,3,9,16,12

51: COc1cccc(-c2nc(CS(=O)(=O)CC(=O)NCCCOC(C)C)c(C)o2)c1
52: CCN(CCNC(=O)C1CCCN(Cc2nc(-c3ccc(OC)cc3)oc2C)C1)c1ccccc1 (configuration not stated)
53: CCOc1cc(C2/C(=C(/O)c3ccc(OC(C)C)cc3)C(=O)C(=O)N2CCCOC)ccc1O (configuration not stated)
54: CN(C)S(=O)(=O)c1cccc(C(=O)OCC(=O)Nc2sccc2C(N)=O)c1
55: COc1ccc(N2CCN(Cc3nc4c(c(=O)[nH]c(=O)n4C)n3CCCc3ccccc3)CC2)cc1
56: CC(c1ccccc1)n1cc(C(=O)NCCCn2ccnc2)nn1 (configuration not stated)
57: CC(C)C(=O)N1CCC(CN=Cc2c(O)n(C3CCCCC3)c(=O)n(C3CCCCC3)c2=O)CC1
58: Cn1c(Cn2c(=O)sc3ccccc32)nnc1SCC(=O)NCc1ccc2c(c1)OCO2
59: COCCN1C(=O)c2ccccc2C(C(=O)NCc2ccco2)C1c1c[nH]c2ccccc12 (configuration not stated)
entry no.,51,52,53,54,55,56,57,58,59
Jurkat viability,6,3,3,3,-2,/,0,2,3
HEK293 NFkB inh,19,-9,15,13,-1,-2,9,10,18
TNAP act mid DEA,1,0.8,0.8,1.1,1,0.9,0.9,0.9,1
M1 ag,0.28,-0.45,-0.56,8.8*,0.72,-0.11,1.7,0.81,/
S1P1 ag pot,22,-48,-8,25,-29,/,-5,14,-4
D1 allo mod,-0.032,0.33,-0.9,-0.93,/,1.2,0.093,0.074,-0.72
M1 antag,0.095,-1.1,-0.49,-3.3*,0.0067,-0.034,0.032,0.11,/
S1P3 ag,-1.0,0.3,-0.5,-1.0,-0.8,/,-2.1,-1.5,-0.6
Ec RNAP inh,-2,7,-10,11,5,10,2,3,6

# Assay outcomes: PubChem BioAssay, several laboratories
